TRPC4 block – inhibitors of mouse TRPC4 channel; Q9QUQ5; HEK293 TRPC4beta/mu-opioid, DAMGO-evoked Fluo4 calcium flux; stronger effect = lower value; B-score at 10 µM; 300,000 compounds, 0.39% hits; AID 2247;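 active = B-score over 3 SD under the library average, no early fluorescence shift, positive overall ratio signal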
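Assay system: HEK293 cells with stable TRPC4beta plus mu-opioid receptor expression. Dosing: single dose. Measured by: Fluo4 Ca2+ flux fluorescence. Also added: DAMGO in two steps, submaximal then maximal. Read-out: B score from integrated Fluo4 fluorescence ratio.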
MrgX1 antagonist – antagonists of human MrgX1 receptor | MRGX1-HEK293 calcium flux, Fluo-4, BAM8-22 antagonism; stronger effect = lower value | 310,000 compounds, 1.3% hits | B-score at 10 µM;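 active = calcium-response B-score plate-corrected more than 3 library SD below zero, starting fluorescence within 5 deviations, no agonist response on first addition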;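 also: peak minus trough fluorescence over baseline after final BAM8-22 challenge near maximal dose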
TRPC6 inh – inhibitors of mouse TRPC6 channel; 310,000 compounds, 1.1% hits; HEK293-TRPC6, membrane potential dye, ACh-evoked depolarization; stronger effect = lower value; B-score at 10 µM; Q61143;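 active = B-score under library mean minus 3 SD, initial fluorescence not abnormally high, positive integrated signal ratio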;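 also: B-score derived from integrated fluorescence ratio over the kinetic read; more negative B-score means stronger inhibition of depolarization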
Target sequence (Q61143 whole entry, looked up): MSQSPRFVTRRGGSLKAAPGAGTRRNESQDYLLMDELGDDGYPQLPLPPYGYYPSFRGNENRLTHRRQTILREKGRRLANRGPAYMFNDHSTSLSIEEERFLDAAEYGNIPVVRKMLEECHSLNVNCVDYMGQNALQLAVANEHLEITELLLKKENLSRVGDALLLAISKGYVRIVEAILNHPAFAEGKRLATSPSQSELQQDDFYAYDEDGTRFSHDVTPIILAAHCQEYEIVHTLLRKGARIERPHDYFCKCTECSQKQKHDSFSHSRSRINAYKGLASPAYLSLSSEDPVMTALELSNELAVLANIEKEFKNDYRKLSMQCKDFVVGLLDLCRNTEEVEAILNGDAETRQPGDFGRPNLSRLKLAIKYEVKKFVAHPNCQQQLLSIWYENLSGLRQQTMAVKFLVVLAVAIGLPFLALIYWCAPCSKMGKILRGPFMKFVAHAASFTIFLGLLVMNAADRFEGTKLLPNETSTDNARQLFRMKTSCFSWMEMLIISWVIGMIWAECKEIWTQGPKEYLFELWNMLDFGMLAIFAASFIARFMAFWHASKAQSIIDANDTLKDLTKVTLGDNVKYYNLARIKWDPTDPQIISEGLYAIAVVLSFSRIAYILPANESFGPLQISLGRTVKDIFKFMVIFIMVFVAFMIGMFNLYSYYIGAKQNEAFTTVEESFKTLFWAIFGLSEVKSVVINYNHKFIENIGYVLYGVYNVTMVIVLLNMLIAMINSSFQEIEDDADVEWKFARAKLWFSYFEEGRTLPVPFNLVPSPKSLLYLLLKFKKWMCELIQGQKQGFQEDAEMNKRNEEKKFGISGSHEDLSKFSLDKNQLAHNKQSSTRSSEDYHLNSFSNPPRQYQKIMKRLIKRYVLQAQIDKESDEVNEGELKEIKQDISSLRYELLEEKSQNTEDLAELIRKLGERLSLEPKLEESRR
MrgX1 agonist – agonists of human MrgX1 receptor; MrgX1-HEK293 cells, Fluo-4 calcium fluorescence, agonist mode; stronger effect = higher value; B-score at 10 µM; 310,000 compounds, 0.44% hits;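 active = calcium response B-score plate-corrected fluorescence ratio at least 3 library SD, with starting fluorescence B-score inside 5 SD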
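Material – MrgX1-expressing HEK293 cells · Input – 15,000 cells seeded per well · Dosing – compound as first of three additions · Times – overnight seeding, then 1 h dark dye loading · Measured by – kinetic Fluo-4 NW fluorescence of intracellular calcium · Read-out – B-scored fluorescence response ratio · Benchmarks – positive and negative control wells on each plate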
RGS4 pot – RGS4 potentiation or activation. HEK293 M3R/inducible RGS4, carbachol calcium flux Fluo4; stronger effect = lower value. B-score at 10 µM. 310,000 compounds, 0.92% hits;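 active = B-score of the integrated calcium signal more than 4 SD below the library mean, with starting fluorescence not abnormally high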;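 also: negative B-score means reduced calcium response which marks RGS4 activation or potentiation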
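Material: M3R-expressing HEK293 line, RGS4 induced by doxycycline | Schedule: Overnight RGS4 induction, 30 min dye load 37 °C, 20 min compound RT | Measured by: Fluo4 fluorescence kinetic imaging of calcium | Read-out: Integrated calcium ratio converted to B score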
Platelet DG rel – modulates dense granule release in human platelets; inhibition, %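 (compounds screened at 7.5 µM in platelet-rich plasma)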; human platelet-rich plasma, SFLLRN dense granule ATP release, luminescence; AID 1663; 300,000 compounds, 0.22% hits;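 active = mean replicate score, as percent of positive control, at or above 50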
HIF activator – HIF pathway transcriptional activation; U2OS HRE-luciferase reporter, luminescence; normalized: DMSO 0%, desferrioxamine 100%; activation, % at 7.5 µM (by protocol); 300,000 compounds, 0.32% hits; AID 1910;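 active = mean activation of at least 10% of the iron chelator positive control signal, with at least half of replicates also reaching 10%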
RGS4 block – inhibitors of human RGS4; HEK293 M3R/RGS4 inducible, Fluo-4 calcium flux; stronger effect = higher value; triggered by carbachol at its EC20; B-score at 10 µM; 310,000 compounds, 0.45% hits; AID 463165; P49798;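 active = B-score, a plate-corrected calcium signal, over three deviations above library mean, with baseline fluorescence within five deviations of library mean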;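 also: RGS4 expression induced by doxycycline in cells with stable M3 receptor; B-score is computed from the integrated fluorescence ratio over baseline after carbachol; higher B-score means a larger calcium signal and so more RGS4 inhibition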
Target sequence (P49798 whole entry, looked up): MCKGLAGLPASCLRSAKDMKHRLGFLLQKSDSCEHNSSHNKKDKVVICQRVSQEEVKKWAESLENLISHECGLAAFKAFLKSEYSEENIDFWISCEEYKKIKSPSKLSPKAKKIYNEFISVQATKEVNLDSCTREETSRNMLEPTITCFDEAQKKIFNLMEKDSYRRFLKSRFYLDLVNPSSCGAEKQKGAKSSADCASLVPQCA
SKKanGAS inh – SKKanGAS growth inhibition | inhibition, % at 7.5 µM | 300,000 compounds, 1.3% hits | S. pyogenes SKKanGAS, kanamycin growth, BacTiter-Glo, 6 h;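 active = mean replicate score, as percent of positive control median, at least 50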;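 also: strain carries kanamycin resistance gene driven by streptokinase promoter and grows in 40 µg/ml kanamycin; loss of luminescence reflects streptokinase promoter inhibition or plain growth inhibition; 0% = median of DMSO wells and 100% = positive control at its reference dose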
TRPC6 act – activates the mouse TRPC6 cation channel; Q61143; HEK293-TRPC6 membrane potential dye fluorescence; stronger effect = higher value; B-score at 10 µM; 310,000 compounds, 0.13% hits;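 active = B-score of the integrated fluorescence ratio above library mean plus 3 SD, and starting fluorescence ratio within library mean plus 5 SD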;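 also: higher score means more depolarization so channel activation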
MrgX1 PAM – allosterically activates human MrgX1 receptor signaling; MrgX1-HEK293, Fluo-4 calcium flux, FDSS; stronger effect = higher value; Q96LB2; B-score at 10 µM; 310,000 compounds, 0.63% hits;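 active = plate-corrected calcium response at least 3 library SD above typical, normal starting fluorescence, not activating the receptor alone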;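 also: compound read alongside a low EC10 to EC30 dose of BAM8-22 agonist; peak minus trough fluorescence over baseline measured at the second addition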
* hit, by the source's call.

For CCN(CC)S(=O)(=O)c1cccc(C(=O)N2CC(O)CC2C(=O)O)c1 (centres undefined) the results were TRPC4 block inactive, MrgX1 antagonist inactive, TRPC6 inh inactive, MrgX1 agonist inactive, RGS4 pot inactive, Platelet DG rel -1.5, HIF activator -0.5, RGS4 block inactive, SKKanGAS inh 1.9, TRPC6 act inactive and MrgX1 PAM inactive.
Screening Cc1ccc(CCP(=O)(O)CN2CCOCC2)cn1 returned TRPC4 block inactive, MrgX1 antagonist inactive, TRPC6 inh inactive, MrgX1 agonist inactive, RGS4 pot inactive, Platelet DG rel 1.7, HIF activator -0.6, RGS4 block inactive, SKKanGAS inh -0.7, TRPC6 act inactive and MrgX1 PAM inactive.
Cc1sc(NC(=O)C2CCCO2)c(C(N)=O)c1C (centres undefined) was read as TRPC4 block inactive, MrgX1 antagonist inactive, TRPC6 inh inactive, MrgX1 agonist inactive, RGS4 pot inactive, Platelet DG rel -4.1, HIF activator 0.2, RGS4 block inactive, SKKanGAS inh -0.8, TRPC6 act inactive and MrgX1 PAM inactive.
`O=C(N/N=C/c1ccc2c(c1)OCO2)C(=O)Nc1ccccc1` gave TRPC4 block inactive, MrgX1 antagonist inactive, TRPC6 inh inactive, MrgX1 agonist inactive, RGS4 pot inactive, Platelet DG rel 3.4, HIF activator 0.9, RGS4 block inactive, SKKanGAS inh -6.2, TRPC6 act inactive and MrgX1 PAM inactive.
N#CC1=C(S)N(c2ccccc2)C(c2ccc(-c3ccccc3Cl)o2)NC1=O (centres undefined) was read as TRPC4 block inactive, MrgX1 antagonist inactive, TRPC6 inh inactive, MrgX1 agonist inactive, RGS4 pot inactive, Platelet DG rel 17.7, HIF activator 0.9, RGS4 block inactive, SKKanGAS inh 4.6, TRPC6 act inactive and MrgX1 PAM inactive.
Screening Cc1ccsc1C=Nc1ccc(O)cc1 returned TRPC4 block inactive, MrgX1 antagonist inactive, TRPC6 inh inactive, MrgX1 agonist inactive, RGS4 pot inactive, Platelet DG rel 2.9, HIF activator -0.1, RGS4 block inactive, SKKanGAS inh 10.4, TRPC6 act inactive and MrgX1 PAM inactive.
Screening CCOC(=O)CNC(=O)Cn1cnc2c(nnn2-c2ccc(OC)cc2)c1=O returned TRPC4 block inactive, MrgX1 antagonist inactive, TRPC6 inh -9.52*, MrgX1 agonist inactive, RGS4 pot inactive, Platelet DG rel 7.2, HIF activator 0.2, RGS4 block inactive, SKKanGAS inh -12.8, TRPC6 act inactive and MrgX1 PAM inactive.
For CSCc1ccc(C(=O)NCc2ccc(C)cc2)cc1 the results were TRPC4 block inactive, MrgX1 antagonist inactive, TRPC6 inh inactive, MrgX1 agonist inactive, RGS4 pot inactive, Platelet DG rel -5.9, HIF activator 1.2, RGS4 block inactive, SKKanGAS inh 3.3, TRPC6 act inactive and MrgX1 PAM inactive.
Screening CCCC1CC(C)(c2csc(Nc3ccc(OCC)cc3)n2)OC1=O (centres undefined) returned TRPC4 block inactive, MrgX1 antagonist inactive, TRPC6 inh inactive, MrgX1 agonist inactive, RGS4 pot inactive, Platelet DG rel 7.4, HIF activator 1.5, RGS4 block inactive, SKKanGAS inh 5.8, TRPC6 act inactive and MrgX1 PAM inactive.
Screening COCc1cc(S(=O)c2ccc(Cl)cc2)nc(C)n1 (centres undefined) returned TRPC4 block inactive, TRPC6 inh inactive, RGS4 pot inactive, Platelet DG rel 2.6, HIF activator 1.6, RGS4 block inactive, SKKanGAS inh 5.2 and TRPC6 act inactive.
Screening O=C(c1ccco1)N1CCN(S(=O)(=O)Cc2ccc(Cl)cc2)CC1 returned TRPC4 block inactive, MrgX1 antagonist inactive, TRPC6 inh inactive, MrgX1 agonist inactive, RGS4 pot inactive, Platelet DG rel 8.2, HIF activator -0.1, RGS4 block inactive, SKKanGAS inh -6.9, TRPC6 act inactive and MrgX1 PAM inactive.
`CCOc1c(Cl)cc(CNCc2ccccn2)cc1OC` gave TRPC4 block inactive, MrgX1 antagonist inactive, TRPC6 inh inactive, MrgX1 agonist inactive, RGS4 pot inactive, Platelet DG rel 14.8, HIF activator 0.2, RGS4 block inactive, TRPC6 act inactive and MrgX1 PAM inactive.
Screening COc1ccc2ccccc2c1C1NC(=O)NC(C)=C1[N+](=O)[O-] (centres undefined) returned TRPC4 block inactive, MrgX1 antagonist inactive, TRPC6 inh inactive, MrgX1 agonist inactive, RGS4 pot inactive, Platelet DG rel -7.3, HIF activator 0.8, RGS4 block inactive, SKKanGAS inh -3.7, TRPC6 act inactive and MrgX1 PAM inactive.
COc1ccc(C2NCCc3c2[nH]c2ccccc32)cc1CSc1nc2ccccc2s1 (centres undefined) was read as TRPC4 block inactive, MrgX1 antagonist inactive, TRPC6 inh inactive, MrgX1 agonist inactive, RGS4 pot inactive, Platelet DG rel 4.1, HIF activator -0.4, RGS4 block inactive, SKKanGAS inh 10.6, TRPC6 act inactive and MrgX1 PAM inactive.
`CCOC(=O)c1cc(NC(=O)N(C(C)C)C(C)C)c(C)nc1C` gave TRPC4 block inactive, MrgX1 antagonist inactive, TRPC6 inh inactive, MrgX1 agonist inactive, RGS4 pot inactive, Platelet DG rel 3.1, HIF activator -0.3, RGS4 block inactive, SKKanGAS inh -2.6, TRPC6 act inactive and MrgX1 PAM inactive.
For COc1cccc(NC(=O)CSc2nnc(CN3CCOCC3)n2C)c1 the results were TRPC4 block inactive, MrgX1 antagonist inactive, TRPC6 inh inactive, MrgX1 agonist inactive, RGS4 pot inactive, Platelet DG rel 8.9, HIF activator 0.7, RGS4 block inactive, SKKanGAS inh 1.0, TRPC6 act inactive and MrgX1 PAM inactive.
`O=C(CSc1nnc2n1CCCCC2)Nc1ccc(N2CCOCC2)cc1` gave TRPC4 block inactive, MrgX1 antagonist inactive, TRPC6 inh inactive, MrgX1 agonist inactive, RGS4 pot inactive, Platelet DG rel -4.2, HIF activator -0.5, RGS4 block inactive, SKKanGAS inh -6.2, TRPC6 act inactive and MrgX1 PAM inactive.
For COC(=O)c1sccc1NS(=O)(=O)c1ccccc1 the results were TRPC4 block inactive, MrgX1 antagonist inactive, TRPC6 inh inactive, MrgX1 agonist inactive, RGS4 pot inactive, Platelet DG rel 0.4, HIF activator -0.4, RGS4 block inactive, SKKanGAS inh 5.7, TRPC6 act inactive and MrgX1 PAM inactive.
C=CCOc1ccccc1CN1CCCC(CCC(=O)N(C)CCc2ccccn2)C1 (centres undefined) was read as TRPC4 block inactive, MrgX1 antagonist inactive, TRPC6 inh inactive, MrgX1 agonist inactive, RGS4 pot inactive, Platelet DG rel 4.5, HIF activator 0.4, RGS4 block inactive, SKKanGAS inh -5.9, TRPC6 act inactive and MrgX1 PAM inactive.
For CC(=O)Nc1ccccc1C(=O)C(=O)Nc1ccccc1 the results were TRPC4 block inactive, MrgX1 antagonist inactive, TRPC6 inh inactive, MrgX1 agonist inactive, RGS4 pot inactive, Platelet DG rel -2.3, HIF activator 0.1, RGS4 block inactive, SKKanGAS inh 2.5, TRPC6 act inactive and MrgX1 PAM inactive.
For CCN(CC)S(=O)(=O)c1ccc2c(c1)c(=O)c(C(=O)N1CCN(c3ccccn3)CC1)cn2C the results were TRPC4 block inactive, MrgX1 antagonist inactive, TRPC6 inh inactive, MrgX1 agonist inactive, RGS4 pot inactive, Platelet DG rel -1.2, HIF activator -21.2, RGS4 block inactive, SKKanGAS inh -2.3, TRPC6 act inactive and MrgX1 PAM inactive.
`CC(C)(C)NCCOCCOc1ccc(Cl)cc1C(C)(C)C` gave TRPC4 block inactive, MrgX1 antagonist inactive, TRPC6 inh inactive, MrgX1 agonist inactive, RGS4 pot inactive, Platelet DG rel 14.9, HIF activator -0.3, RGS4 block inactive, SKKanGAS inh 12.7, TRPC6 act inactive and MrgX1 PAM inactive.
O=C(NC(=S)Nc1ccc(-c2nc3ncccc3o2)cc1)c1ccccc1F was read as TRPC4 block inactive, MrgX1 antagonist inactive, TRPC6 inh inactive, MrgX1 agonist inactive, RGS4 pot inactive, Platelet DG rel 0.1, HIF activator 0.3, RGS4 block inactive, SKKanGAS inh 51.9*, TRPC6 act inactive and MrgX1 PAM inactive.
For Cc1cc(C)nc(NC(=O)c2ccc(C)c(C)c2)n1 the results were TRPC4 block inactive, MrgX1 antagonist inactive, TRPC6 inh inactive, MrgX1 agonist inactive, RGS4 pot inactive, Platelet DG rel 2.9, HIF activator -0.1, RGS4 block inactive, SKKanGAS inh 0.8, TRPC6 act inactive and MrgX1 PAM inactive.
Cc1c(NC(=O)CN2c3cccc4cccc(c34)S2(=O)=O)c(=O)n(-c2ccccc2)n1C was read as TRPC4 block inactive, MrgX1 antagonist inactive, TRPC6 inh inactive, MrgX1 agonist inactive, RGS4 pot inactive, Platelet DG rel -39.1, HIF activator -1.0, RGS4 block inactive, SKKanGAS inh -6.1, TRPC6 act inactive and MrgX1 PAM inactive.
For Cc1cc(C(=O)N2CCN(S(C)(=O)=O)CC2)cs1 the results were TRPC4 block inactive, MrgX1 antagonist inactive, TRPC6 inh inactive, MrgX1 agonist inactive, RGS4 pot inactive, Platelet DG rel 5.7, HIF activator 0.1, RGS4 block inactive, SKKanGAS inh -0.7, TRPC6 act inactive and MrgX1 PAM inactive.
Screening O=C(Oc1ccc(-c2nnco2)cc1)c1ccc(F)c(S(=O)(=O)N2CCOCC2)c1 returned TRPC4 block inactive, MrgX1 antagonist inactive, TRPC6 inh inactive, MrgX1 agonist inactive, RGS4 pot -7.43*, Platelet DG rel -4.1, HIF activator 0.2, RGS4 block inactive, SKKanGAS inh 0.7, TRPC6 act inactive and MrgX1 PAM inactive.
For c1cncc(CSc2nnc3ccc(-c4cccs4)nn23)c1 the results were TRPC4 block inactive, MrgX1 antagonist inactive, TRPC6 inh inactive, MrgX1 agonist inactive, RGS4 pot inactive, Platelet DG rel 4.5, HIF activator 0.3, RGS4 block inactive, SKKanGAS inh -2.8, TRPC6 act inactive and MrgX1 PAM inactive.
Screening COc1ccc(S(=O)(=O)N2CCN(CCc3ccccc3)CC2)cc1 returned TRPC4 block inactive, MrgX1 antagonist inactive, TRPC6 inh inactive, MrgX1 agonist inactive, RGS4 pot inactive, Platelet DG rel 1.4, HIF activator -5.8, RGS4 block inactive, SKKanGAS inh -0.8, TRPC6 act inactive and MrgX1 PAM inactive.

Screening data (PubChem BioAssay)

The order is random; 6.1% or so of the library scored in one or more.
